From PubChem BioAssay
DNA FID counter – counter-screen for HCV NS3 helicase inhibitors: DNA intercalator displacement; DNA fluorescent intercalator displacement, fluorescence; inhibition, % at 7.9 µM; hit rate 0.17% among 290,000; AID 1845; in the data active = inhibition above about 37%;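 also: 0% = vehicle and 100% = reference compound; higher means more ethidium bromide displaced from hairpin DNA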
MEKK2mut PB1 HTS – signal of MEK5 binding to mutant human MEKK2 PB1 domain. bead flow cytometry, Alexa488-MEK5 binding to MEKK2 mutant. percent response, % at 10 µM. hit rate 0.35% among 290,000. AID 1530; in the data active = percent response above about 24%, passing the limit was not always enough; also: inactives centre near 1; some results filed as inactive read as strong as hits; reference of the scale not given here
GPR7 antagonist – antagonists of human GPR7 (neuropeptides B/W receptor 1); GPR7-expressing cells, fluorescence antagonist assay; inhibition, % at 4.4 µM; hit rate 1.1% among 290,000; in the data active = inhibition above about 16%, passing the limit was not always enough;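 also: cells stimulated with the agonist NPW; 0% = agonist with vehicle and 100% = vehicle without agonist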
Target sequence (P48145 whole entry, looked up): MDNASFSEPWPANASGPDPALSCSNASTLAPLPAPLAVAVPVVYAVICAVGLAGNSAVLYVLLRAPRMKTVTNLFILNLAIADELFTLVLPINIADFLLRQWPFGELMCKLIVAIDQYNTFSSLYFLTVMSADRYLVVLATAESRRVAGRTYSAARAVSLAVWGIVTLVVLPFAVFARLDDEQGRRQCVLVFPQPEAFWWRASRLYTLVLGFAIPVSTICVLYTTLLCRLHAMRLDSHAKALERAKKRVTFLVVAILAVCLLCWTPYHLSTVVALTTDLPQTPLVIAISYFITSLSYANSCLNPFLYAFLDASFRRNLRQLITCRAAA
MEKK3 PB1 HTS – MEKK3-MEK5 PB1 interaction, increase or decrease. binding response (% of control), % at 10 µM. hit rate 1.4% among 290,000. bead-based flow cytometry, Alexa488-MEK5 binding to MEKK3; actives lie on both sides; 0 = blocked by unlabeled MEK5, 100 = vehicle. Q99759;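 active = binding response more than 3 SD above or below the average of its plate-row segment, actives on both sides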;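 also: Alexa488 bead fluorescence after subtracting the streptavidin-only scavenger bead signal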
PHOSPHO1 block – PHOSPHO1 (human) inhibition; inhibition, % at 13.3 µM; Q8TCT1; recombinant PHOSPHO1, absorbance phosphatase assay; hit rate 1.1% among 290,000; in the data active = inhibition above about 60%
Target sequence (Q8TCT1 whole entry, looked up): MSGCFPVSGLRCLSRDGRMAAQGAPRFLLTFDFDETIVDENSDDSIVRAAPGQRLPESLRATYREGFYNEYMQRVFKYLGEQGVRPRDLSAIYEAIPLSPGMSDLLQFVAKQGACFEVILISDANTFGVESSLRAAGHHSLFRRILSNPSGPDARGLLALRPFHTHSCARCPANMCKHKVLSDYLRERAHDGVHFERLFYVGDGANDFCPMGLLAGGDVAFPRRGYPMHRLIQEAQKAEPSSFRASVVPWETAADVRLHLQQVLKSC
MEKK2wt PB1 HTS – raises or lowers MEK5 binding to wildtype human MEKK2 PB1 domain; Q9Y2U5; bead flow cytometry, Alexa488-MEK5 binding to MEKK2 WT; actives lie on both sides; binding response (% of control), % at 10 µM; hit rate 1.1% among 290,000; in the data active = binding response below about 67% or above about 130%
NALP1 yeast inh – blocks the NALP1 inflammasome reconstituted in yeast. S. cerevisiae NALP1/ASC/caspase-1 growth, X-gal OD620, 72 h. inhibition, % at 10 µM. hit rate 0.61% among 280,000. AID 2071; in the data active = inhibition mostly above about 24%, no sharp cut-off; inactive = mostly below about 32%; also: some compounds called inactive have numbers as strong as hits
M18AAP inhibitor – PfM18AAP enzyme inhibition; recombinant PfM18AAP, H-Glu-NHMec fluorogenic cleavage; inhibition, % at 7.35 µM; hit rate 1.2% among 290,000; AID 1822;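 active = inhibition above the campaign mean inhibition over all tested compounds plus 3 SD, cut at about 28% in these data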;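 also: 0% = plate median of test compound wells and 100% = 2 mM ZnCl2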
OXTR agonist – human OXTR agonism | P30559 | CHO-OTR cells, Fluo-8 calcium fluorescence; normalized: DMSO 0%, oxytocin 100% | activation, % at 3 µM | hit rate 0.32% among 320,000;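 active = activation above the mean of all tested compounds plus 3 SD, cutoff set per screening run, cut at about 20% in these data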;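 also: peak over basal fluorescence ratio from a 100 s FLIPR kinetic read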
Target sequence (P30559 whole entry, looked up): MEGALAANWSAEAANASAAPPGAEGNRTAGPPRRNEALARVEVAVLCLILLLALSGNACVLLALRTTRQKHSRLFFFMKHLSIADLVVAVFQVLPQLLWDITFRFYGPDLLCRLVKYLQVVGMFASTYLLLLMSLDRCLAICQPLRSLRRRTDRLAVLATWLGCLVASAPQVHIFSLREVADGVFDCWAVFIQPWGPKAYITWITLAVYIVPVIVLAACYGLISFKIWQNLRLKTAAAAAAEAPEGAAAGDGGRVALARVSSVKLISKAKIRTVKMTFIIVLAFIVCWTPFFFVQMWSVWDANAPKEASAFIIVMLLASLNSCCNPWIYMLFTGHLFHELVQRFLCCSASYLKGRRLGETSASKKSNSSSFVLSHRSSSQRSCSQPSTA
* marks the source's active call; other numbers are inactive results; i = inactive; . = no result given; [ ] = another dose, or the depositor's remark.

SMILES | DNA FID counter | MEKK2mut PB1 HTS | GPR7 antagonist | MEKK3 PB1 HTS | PHOSPHO1 block | MEKK2wt PB1 HTS | NALP1 yeast inh | M18AAP inhibitor | OXTR agonist
Cc1onc(-c2c(Cl)cccc2Cl)c1C(=O)NCCc1ccc(S(N)(=O)=O)cc1 | -1 | -14 | 2 | 76 | 11 | 82 | 41 | 2 | 0.5
CNC(=S)Nc1ccc(-c2nc3ccc(C)cc3s2)cc1 | -6 | 10 | -2 | 106 | -83 | 109 | -11 | -6 | 6.4
CC(=O)Nc1ccc(S(=O)(=O)NCCC(=O)Nc2cccc(Cl)c2)cc1 | 0 | 1 | 11 | 105 | 22 | 101 | 4 | 6 | 0.6
C=CCn1c(C2CCCCC2)n[nH]c1=S | -5 | -5 | -4 | 104 | -83 | 98 | -10 | 22 | 1.6
Cc1nnc(NC(=O)CSc2nc(N)c(NC(=O)c3cccs3)c(=O)[nH]2)s1 | -1 | 2 | -5 | 115 | 18 | 107 | . | 8 | 0.2
O=C(O)c1ccc(NS(=O)(=O)c2cccc3cccnc23)cc1 | -1 | 1 | -1 | 102 | -13 | 101 | 1 | -5 | 0.5
COC(=O)c1cc2c(cc1[N+](=O)[O-])OCO2 | -1 | -5 | -12 | 99 | 33 | 99 | -2 | -7 | 0.4
CC1(C)C(N(O)C(=O)Nc2ccccc2)N(c2cccc(Cl)c2)C(=O)N1O (stereo unspecified) | 1 | 3 | -8 | 108 | 22 | 106 | 11 | -10 | -0.2
COc1ccccc1NC(=O)CSc1nc(N)cc(N)n1 | -5 | 8 | -14 | 110 | -14 | 110 | 0 | 0 | -0.1
O=C(O)CCNc1cc2ccccc2cc1C(=O)O | -3 | 5 | -10 | 104 | -16 | 107 | -2 | 35* | 0.5
Cc1nc(N2CCN(S(=O)(=O)c3ccc(Br)cc3)CC2)c2c(C)c(C)sc2n1 | 8 | -12 | 5 | 97 | -16 | 87 | -1 | 0 | -0.8
Cc1ccc(-n2nc(C)c(C3(O)C(=O)N(C)c4ccccc43)c2N)cc1 (stereo unspecified) | -5 | 3 | -6 | 104 | -21 | 113 | 30 | -14 | -0.5
CC(C)(C)CC(=O)NCc1cccs1 | 2 | 1 | -9 | 107 | 60* | 103 | 8 | 0 | -0.6
O=C(Nc1ccccc1C(=O)NC1CCCCC1)c1ccccc1 | -28 | 6 | -19 | 101 | 42 | 106 | -1 | 0 | -0.2
COCCNC(=O)C(c1ccc(C)o1)N(C(=O)Cn1nnc2ccccc21)c1ccccc1 (stereo unspecified) | -11 | 2 | 12 | 107 | 10 | 81 | -12 | -6 | -1.3
Nc1ccc(N(c2ccccc2)c2ccc(N)cc2)cc1 | 2 | -2 | 3 | 89 | 6 | 89 | -8 | 6 | 1.1
CCc1ccc(C(=O)NCc2ccc(Cl)cc2Cl)cc1 | -9 | -2 | 14 | 99 | 0 | 100 | 47 | -5 | -0.7
COC(=O)c1ccc(C23CC4(C2)[C@H](CN(Cc2ccc(C(F)(F)F)cc2)[C@@H]4c2ccccc2)C3c2ccccc2)cc1 (stereo partly specified) | . | 7 | . | 94 | 40 | 94 | . | . | -0.7
O=c1[nH]c(=O)n(-c2ccccc2)c2c1C(C(F)(F)F)(C(F)(F)F)N=C(C1CCCCC1)N2 | -8 | 0 | -2 | 101 | 19 | 99 | 21 | -4 | -0.8
Cc1cccc(NC(=S)NCCc2ccc(F)cc2)c1C | -9 | 1 | -12 | 104 | 30 | 103 | -10 | -5 | -2.0
Cc1cc(C)n2nc(C(=O)OCC(=O)N3CCC3)nc2n1 | 0 | . | 2 | . | 27 | . | 4 | -3 | 0.4
COc1ccccc1C(=O)C1CCCN(C(=O)C2CCCC2)C1 (stereo unspecified) | -13 | -12 | 7 | 100 | 48 | 94 | 0 | -10 | 0.4
COc1ccc(S(=O)(=O)N2CCC(C(=O)NCC3CCCO3)CC2)cc1OC (stereo unspecified) | 4 | 4 | -16 | 94 | 40 | 100 | 0 | -10 | -0.9
O=C(CSc1nnc(Cc2ccccc2)n1-c1cccc(Cl)c1)N1CCOCC1 | -20 | 0 | -10 | 102 | 10 | 103 | 24 | -2 | 0.5
Cc1ccc(NC(=O)Nc2cccs2)cc1 | -9 | . | -3 | . | 9 | . | 1 | 11 | 2.0

Entries of single compounds from above:
`O=C(Nc1ccccc1C(=O)NC1CCCCC1)c1ccccc1` in the list: DNA FID counter = -28; MEKK2mut PB1 HTS = 6; GPR7 antagonist = -19; MEKK3 PB1 HTS = 101; PHOSPHO1 block = 42; MEKK2wt PB1 HTS = 106; NALP1 yeast inh = -1; M18AAP inhibitor = 0; OXTR agonist = -0.2
`COC(=O)c1ccc(C23CC4(C2)[C@H](CN(Cc2ccc(C(F)(F)F)cc2)[C@@H]4c2ccccc2)C3c2ccccc2)cc1` (stereo partly specified) in the list: DNA FID counter = .; MEKK2mut PB1 HTS = 7; GPR7 antagonist = .; MEKK3 PB1 HTS = 94; PHOSPHO1 block = 40; MEKK2wt PB1 HTS = 94; NALP1 yeast inh = .; M18AAP inhibitor = .; OXTR agonist = -0.7

(next part)
SMILES | DNA FID counter | MEKK2mut PB1 HTS | GPR7 antagonist | MEKK3 PB1 HTS | PHOSPHO1 block | MEKK2wt PB1 HTS | NALP1 yeast inh | M18AAP inhibitor | OXTR agonist
CC(=O)c1ccc(C(=O)N2CCc3c([nH]c4ccccc34)C2c2ccccn2)s1 (stereo unspecified) | -26 | 0 | -12 | 103 | 56 | 97 | 9 | 1 | -0.2
COc1cc2c(cc1OC)C(C)N(C(=O)c1ccc(Cl)c(S(=O)(=O)N3CCCCC3)c1)CC2 (stereo unspecified) | -59 | -3 | -5 | 98 | 8 | 94 | 0 | 7 | -0.2
CCC(C)NC(=O)C1CCN(S(=O)(=O)c2ccc(Br)s2)CC1 (stereo unspecified) | 3 | -1 | 13 | 98 | 5 | 97 | 19 | 11 | 0.9
CCNc1nc(NC(C)C)nc(Oc2ccc(OCc3ccccc3)nn2)n1 | -26 | -4 | -6 | 91 | -7 | 92 | 4 | -6 | 1.4
O=C(CCS(=O)(=O)c1ccc(Br)cc1)Nc1cc(F)ccc1F | -3 | -3 | 4 | 86 | -12 | 92 | 32 | -16 | -0.9
Fc1ccc(-c2csc(-c3ccncc3)n2)cc1 | -8 | -7 | 15 | 97 | -3 | 98 | 0 | -2 | -2.2
Cn1c(=O)cc(SCC(=O)N2CCN(c3ccccc3)CC2)c2ccccc21 | -25 | 0 | 5 | 102 | 19 | 99 | -1 | 22 | -2.3
COc1ccc(NC(=S)NN(C)C(=S)Nc2ccc(OC)cc2)cc1 | -5 | 0 | 13 | 101 | -11 | 100 | 22 | 10 | -0.4
Cc1ccc(N2CC(O)=C(c3nc4ccccc4c(=O)[nH]3)C2=N)cc1C | -1 | -12 | -11 | 101 | 32 | 85 | -4 | -4 | 0.1
COc1ccc(-c2[nH]ncc2CN2CCC(OCc3ccccn3)CC2)c(F)c1 | 2 | 0 | -10 | 106 | 22 | 108 | i | -8 | 1.1
CC1(C)CC(=O)N(c2ccc(Cl)c(Cl)c2)C(=O)C1 | -4 | 8 | -1 | 105 | . | 101 | 2 | 3 | -0.2
O=C(Nc1cccc(Cl)c1)c1ccc(Cn2cc(Cl)cn2)cc1 | -11 | 15 | 19 | 102 | -4 | 127 | 40 | -7 | 2.9
N/C(Cc1ccc(Cl)cc1Cl)=N\OC(=O)c1ccccc1F | -2 | -1 | -3 | 101 | 37 | 99 | 30 | -13 | -1.4
COc1ccc(Cl)cc1NC(=O)Cn1c(=O)n2nc(C)nc2c2ccccc21 | -10 | 3 | -11 | 100 | 29 | 100 | -21 | 17 | 13
Cc1cc[n+]2cc(-c3cccc([N+](=O)[O-])c3)c(-c3cccc([N+](=O)[O-])c3)cc2c1 | 28 | -2 | -3 | 84 | 11 | 76 | 32 | -1 | -2.0
CC1=C[C@@H](C)[C@@H](c2ccccc2)OC1=O | . | -6 | . | 78*[inhibitor] | . | 88 | . | . | -0.6
N#Cc1c(-c2ccc(F)cc2)cc(-c2cccnc2)nc1N | 0 | -2 | -15 | 101 | 4 | 100 | 15 | -1 | 0.9
COc1ccc(-c2cc3c(=O)n(CC(=O)N4CCCCC4)ncn3n2)cc1 | -33 | -4 | 8 | 95 | -80 | 97 | 24 | -2 | 0.2
O=C(COc1ccccc1F)NCC(c1ccco1)N1CCCC1 (stereo unspecified) | 6 | -4 | -1 | 106 | 6 | 104 | 19 | 4 | -0.5
Cc1[nH]c2ccc(F)cc2c1CCN(Cc1cccnc1)C(=S)Nc1ccc(F)cc1 | -3 | 0 | 0 | 97 | 27 | 103 | 12 | 6 | 4.3
COC(=O)C1=C(O)/C(=C\c2ccc(CNC(=O)C(=O)Nc3ccc(C)cc3)o2)N=C1C | -11 | 3 | -2 | 104 | 8 | 101 | 14 | 3 | -0.2
Cc1ccc(S(=O)(=O)N2CC(O)CC2C(=O)Nc2ccc3c(c2)CCC3)cc1 (stereo unspecified) | -10 | 2 | -7 | 105 | -23 | 101 | 18 | 19 | -1.4
Cc1nc(C(C)N(C)Cc2nc(-c3ccc4c(c3)OCO4)no2)c(C)s1 (stereo unspecified) | -25 | -11 | 11 | 91 | 11 | 90 | 20 | 0 | 3.2
CC(=O)Oc1cccc(N2C(=O)c3ccc(C(=O)Nc4cccnc4)cc3C2=O)c1 | 1 | -9 | -18 | 104 | -12 | 98 | 2 | 4 | 0.1
COc1ccccc1C(=O)N1CCC(N2CCN(c3ccccc3OC)CC2)CC1 | -6 | -2 | -17 | 101 | 16 | 107 | 31 | 10 | -0.2

A different layout for part of the listing above:
| Structure | DNA FID counter | MEKK2mut PB1 HTS | GPR7 antagonist | MEKK3 PB1 HTS | PHOSPHO1 block | MEKK2wt PB1 HTS | NALP1 yeast inh | M18AAP inhibitor | OXTR agonist |
| --- | --- | --- | --- | --- | --- | --- | --- | --- | --- |
| Cc1ccc(N2CC(O)=C(c3nc4ccccc4c(=O)[nH]3)C2=N)cc1C | -1 | -12 | -11 | 101 | 32 | 85 | -4 | -4 | 0.1 |
| COc1ccc(-c2[nH]ncc2CN2CCC(OCc3ccccn3)CC2)c(F)c1 | 2 | 0 | -10 | 106 | 22 | 108 | i | -8 | 1.1 |
| CC1(C)CC(=O)N(c2ccc(Cl)c(Cl)c2)C(=O)C1 | -4 | 8 | -1 | 105 | . | 101 | 2 | 3 | -0.2 |

(more compounds)
SMILES | DNA FID counter | MEKK2mut PB1 HTS | GPR7 antagonist | MEKK3 PB1 HTS | PHOSPHO1 block | MEKK2wt PB1 HTS | NALP1 yeast inh | M18AAP inhibitor | OXTR agonist
O=C(COC(=O)c1cccs1)Nc1ccccc1Cl | -2 | -2 | -13 | 102 | -18 | 98 | 22 | 1 | -0.2
O=C(/C=C\c1cn(-c2ccccc2)nc1-c1ccccc1)Nc1nccs1 | 0 | 0 | -5 | 140* | -27 | 104 | 34 | -1 | 4.4
O=C(NCc1ccc2c(c1)OCO2)C1CCN(c2nccc(C(F)(F)F)n2)CC1 | -6 | -13 | -15 | 88 | -6 | 91 | -4 | -6 | 0.5
COc1ccccc1NC(=O)CSc1nnnn1-c1ccc(C)cc1 | -21 | 3 | -3 | 108 | -6 | 100 | -76 | 7 | -0.7
Cc1ccc(/C=C2\C(=O)Nc3ccccc32)o1 | -9 | 14 | -2 | 102 | -3 | 100 | 25 | -14 | -1.6
CCc1nc2c(cnn2-c2ccc(Cl)cc2)c(=O)n1-c1ccc(OC)cc1 | 2 | -1 | -1 | 99 | 16 | 97 | 18 | 0 | 0.8
COc1ccc(OC)c(NC(=O)C(Sc2ccccc2)c2ccccc2)c1 (stereo unspecified) | 0 | -2 | 2 | 104 | 2 | 104 | -17 | -9 | -1.1
CCCCCCCn1ccc(=N)cc1 | 1 | 1 | 3 | 103 | 47 | 105 | 7 | 1 | 0.1
CCOc1ccc(NS(=O)(=O)c2ccc(NC(C)=O)c(OC)c2)cc1 | -3 | -1 | -4 | 100 | 8 | 102 | -2 | 2 | 3.0
